From PubChem
APOBEC3G inh: blocks human APOBEC3G single-stranded DNA deamination. Q9HC16. recombinant A3G, ssDNA deamination FAM/TAMRA fluorescence. inhibition, % at 20 µM. 330,000 compounds, 0.28% hits;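 active means inhibition of at least 40% at 20 µM, with no more than 30% in the related APOBEC3A deaminase screen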;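 further: plate controls were DMSO wells with A3G for no effect and wells lacking A3G enzyme for full effect; some compounds called inactive have numbers as strong as hits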
Target sequence (Q9HC16 whole entry, looked up): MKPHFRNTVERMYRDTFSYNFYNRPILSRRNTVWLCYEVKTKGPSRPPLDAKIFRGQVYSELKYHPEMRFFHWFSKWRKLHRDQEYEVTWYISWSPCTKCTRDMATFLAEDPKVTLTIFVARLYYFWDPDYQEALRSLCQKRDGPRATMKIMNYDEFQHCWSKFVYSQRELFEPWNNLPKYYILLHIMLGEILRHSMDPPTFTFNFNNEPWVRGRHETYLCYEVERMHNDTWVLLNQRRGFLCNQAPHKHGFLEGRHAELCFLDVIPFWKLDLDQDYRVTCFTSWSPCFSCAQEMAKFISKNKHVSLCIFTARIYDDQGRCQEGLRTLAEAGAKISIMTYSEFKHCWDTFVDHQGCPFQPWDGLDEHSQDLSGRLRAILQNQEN
CXCR6 inh: CXCR6 (human) receptor inhibition | inhibition, % at 20 µM | CHO-K1 PathHunter CXCR6 beta-arrestin, luminescence | 360,000 compounds, 0.36% hits; in the data active means inhibition above about 34%, passing the limit was not always enough;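 further: antagonist mode with CXCL16 agonist at 10 nM final; 0% = 10 nM CXCL16 with DMSO and 100% = unstimulated wells without agonist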
Target sequence (O00574 whole entry, looked up): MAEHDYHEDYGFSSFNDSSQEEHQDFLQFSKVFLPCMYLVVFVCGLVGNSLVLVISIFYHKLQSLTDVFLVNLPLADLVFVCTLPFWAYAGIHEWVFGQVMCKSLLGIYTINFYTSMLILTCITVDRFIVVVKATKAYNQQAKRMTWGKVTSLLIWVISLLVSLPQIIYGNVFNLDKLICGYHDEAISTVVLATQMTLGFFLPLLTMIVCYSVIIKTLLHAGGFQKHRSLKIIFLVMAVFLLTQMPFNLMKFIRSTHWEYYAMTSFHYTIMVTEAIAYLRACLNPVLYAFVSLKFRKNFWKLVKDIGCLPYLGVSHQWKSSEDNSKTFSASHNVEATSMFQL
Gli-Sufu block: blocks Gli-Sufu signaling in a luciferase reporter; Sufu-KO-LIGHT fibroblasts, Gli luciferase reporter luminescence; inhibition, % at 5 µM; 340,000 compounds, 0.74% hits;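 active means inhibition above about 55%, limit read from the data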;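 further: 0% = DMSO-treated cells and 100% = wells with medium but no cells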
MPTP inh: permeability transition pore inhibition; AID 602449; isolated mouse mitochondria, Ca2+ swelling absorbance, 30 min; 360,000 compounds, 1.4% hits; inhibition, % at 10 µM;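 active means inhibition of 50% or more, scaled per plate between neutral and stimulator controls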;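 further: 0% = DMSO wells given calcium and 100% = 1 mM EGTA wells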
NR3A LBD binder: modulates the human NR3A ligand-binding domain | NR3A LBD differential scanning fluorimetry, Tm shift; 0% = protein alone, 100% = glycine-bound protein | Tm shift relative to glycine control, % at 25 µM | 340,000 compounds, 2.5% hits | AID 1259313;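 active means melting temperature shift of at least 10% of the positive control shift, at one fixed dose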
CCR6 antag: CCR6 (human) receptor antagonism; inhibition, % at 20 µM; CHO-K1 CCR6 PathHunter beta-arrestin, luminescence, CCL20-stimulated; 340,000 compounds, 0.49% hits; P51684;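 active means compounds whose inhibition of the agonist-driven luminescence signal at 20 µM reaches about 50%, limit read from the data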;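 further: cells stimulated with CCL20 at 14 nM final; plate controls were DMSO with CCL20 for no effect and DMSO without agonist for full effect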
Target sequence (P51684 whole entry, looked up): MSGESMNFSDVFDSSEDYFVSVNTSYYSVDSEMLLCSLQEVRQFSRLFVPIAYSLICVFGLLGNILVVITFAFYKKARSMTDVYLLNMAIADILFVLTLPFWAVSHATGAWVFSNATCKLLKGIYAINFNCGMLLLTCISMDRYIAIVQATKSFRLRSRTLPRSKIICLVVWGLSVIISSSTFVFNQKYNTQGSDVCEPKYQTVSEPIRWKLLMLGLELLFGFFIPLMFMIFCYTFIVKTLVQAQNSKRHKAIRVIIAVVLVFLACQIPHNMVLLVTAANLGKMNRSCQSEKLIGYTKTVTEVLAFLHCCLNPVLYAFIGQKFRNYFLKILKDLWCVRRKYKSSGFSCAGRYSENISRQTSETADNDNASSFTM
EBI2 block: blocks human EBI2 receptor beta-arrestin signaling. P32249. EBI2 beta-arrestin recruitment, luminescence, 7a,25-OHC stimulated. inhibition, % at 5 µM. 360,000 compounds, 0.81% hits; in the data active means inhibition above about 38%;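 further: enzyme fragment complementation signal reports receptor beta-arrestin coupling in cells; 0% = agonist plus DMSO wells and 100% = wells without agonist; some results beyond the cut were filed as inactive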
A3A deaminase: human APOBEC3A DNA deaminase inhibition; P31941; recombinant A3A, FAM/TAMRA ssDNA deamination fluorescence; inhibition, % at 20 µM; 330,000 compounds, 0.41% hits;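 active means at least 40% inhibition at 20 µM here, with at most 30% in a related deaminase screen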;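 further: plate controls were A3A with DMSO for no effect and wells lacking A3A enzyme for full effect; some results filed as inactive read as strong as hits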
* hit, by the source's call.

SMILES | APOBEC3G inh | CXCR6 inh | Gli-Sufu block | MPTP inh | NR3A LBD binder | CCR6 antag | EBI2 block | A3A deaminase
CCN(CC)CCOc1ccc2c(c1)C(=NNC(=O)c1ccccn1)c1cc(OCCN(CC)CC)ccc1-2 | 98 | 10 | 1 | -2.2 | -3 | -4 | -4 | 105
COc1ccc(-c2nnc(SCCC(=O)O)n2-c2ccccc2)cc1 | 0 | -7 | -2 | -0.9 | 3 | -1 | -12 | -1
CC(C)Oc1ncnc2c1[nH]c1ccccc12 | -8 | 6 | 12 | 46 | 0 | -7 | -4 | -3
Cc1cnc(C)c(N2CCC(C(=O)NC(C)c3cccs3)CC2)n1 (centres undefined) | -5 | -2 | 3 | 0.5 | -17 | -1 | 4 | -5
O=C(C1CCN(Cc2ccc(Cl)cc2)CC1)N1CCN(Cc2ccc3c(c2)OCO3)CC1 | 38 | -1 | 43 | 0.7 | -2 | 23 | -21 | 1
Cn1c(=O)c(C(=O)CSc2nnc(Nc3ccccc3)s2)c(N)n(Cc2ccccc2)c1=O | -9 | -5 | -15 | 0.2 | 7 | 10 | 12 | 2
O=C(Nc1cccc(C(F)(F)F)c1)c1cccnc1N1CCCC1 | -6 | -2 | 16 | 0.1 | 4 | -3 | 9 | -2
COc1ccc(NS(=O)(=O)c2ccc(S(=O)(=O)N3CCOCC3)cc2)cc1 | -3 | 11 | -19 | -3.4 | 2 | -9 | -7 | 0
CCOC(=O)N1CCN(C(=O)CCn2nc(-c3ccccc3)ccc2=O)CC1 | -5 | -5 | -4 | -0.4 | 1 | 5 | -4 | 4
Cn1c(C=O)c(-c2ccc3cc[nH]c3c2)c2ccccc21 | -11 | -7 | -9 | 0.9 | -4 | 7 | -14 | -4
CCC1CCCCN1CCn1c(=S)[nH]c2cc(OC)c(OC)cc2c1=O (centres undefined) | -6 | -3 | 5 | -0.8 | -2 | 12 | 15 | -2
Cc1ccccc1C(=O)NCC(=O)OCC(=O)NC(C)C1CC2CCC1C2 (centres undefined) | -6 | -10 | -6 | -2.1 | 3 | 1 | 1 | -3
COC(=O)c1ccc2c(=O)[nH]c(CSc3nnc(C(F)(F)F)n3C)nc2c1 | -14 | 3 | 4 | -0.2 | 0 | -5 | -2 | -5
Cc1nc(N)ncc1-c1ccc2c(c1)OCO2 | -2 | -6 | 12 | -0.6 | -2 | 1 | 4 | 3
CCOc1ccccc1NC(=O)c1ccc2nccnc2c1 | -1 | 6 | 0 | -1.1 | 0 | 1 | 4 | 1
C=C[C@]1(C)C=C2CCC3[C@](C)(CCC[C@@]3(C)C(=O)O)C2CC1 (some centres undefined) | -3 | -4 | -1 | -1.2 | -4 | -3 | -1 | -3
O=C(Nc1ccccc1Cl)Nc1ccnn1C1CCN(C(=O)c2cscn2)CC1 | -5 | 4 | -8 | -0.3 | 4 | 17 | 1 | -2
CC(C(=O)Nc1sc2c(c1C(=O)NCC1CCCO1)CCC2)N1C(=O)c2ccccc2C1=O (centres undefined) | -1 | -2 | -8 | -1.5 | 1 | 2 | 4 | 3
CC(C)C(=O)Nc1cccc(-c2nc3ncccc3o2)c1 | -3 | 1 | -7 | 0.0 | -1 | -2 | -5 | 1
COc1ccc(CC2SC(=Nc3ccc(F)cc3)NC2=O)cc1 (centres undefined) | -7 | 1 | -2 | 0.6 | 0 | 7 | 1 | -5
CN(CC(=O)NCc1ccc(F)cc1)CC(=O)Nc1ccc(Cl)c(C(F)(F)F)c1 | 2 | -21 | 22 | 1.6 | -6 | -6 | 2 | -2
CCCC(=O)Nc1sc(Cc2ccccc2)c(C)c1C(N)=O | 0 | 0 | -4 | -1.3 | 3 | 9 | 7 | -1
CC(C)=C(NC(=O)c1ccccc1)C(=O)Nc1ccc(C(=O)O)cc1 | -4 | 3 | -1 | -0.2 | 1 | 18 | 4 | -4
COc1cc(NC(=S)N2CCCC(C)C2)cc(OC)c1OC (centres undefined) | -5 | 4 | -1 | 1.6 | -1 | -6 | -14 | -1
CCN(CC)C(=O)c1ccc(C(=O)Nc2ccc(F)cc2)cc1 | -4 | 2 | -29 | 0.6 | 0 | 8 | 9 | 0

An excerpt taken from the entries so far, for reference:
SMILES | APOBEC3G inh | CXCR6 inh | Gli-Sufu block | MPTP inh | NR3A LBD binder | CCR6 antag | EBI2 block | A3A deaminase
CCN(CC)CCOc1ccc2c(c1)C(=NNC(=O)c1ccccn1)c1cc(OCCN(CC)CC)ccc1-2 | 98 | 10 | 1 | -2.2 | -3 | -4 | -4 | 105
COc1ccc(-c2nnc(SCCC(=O)O)n2-c2ccccc2)cc1 | 0 | -7 | -2 | -0.9 | 3 | -1 | -12 | -1
CC(C)Oc1ncnc2c1[nH]c1ccccc12 | -8 | 6 | 12 | 46 | 0 | -7 | -4 | -3

(continued)
SMILES | APOBEC3G inh | CXCR6 inh | Gli-Sufu block | MPTP inh | NR3A LBD binder | CCR6 antag | EBI2 block | A3A deaminase
COc1ccc(N(CC(=O)NCC2CCCO2)C(=O)CCC(=O)Nc2nccs2)cc1 (centres undefined) | -3 | 10 | -6 | 1.0 | -2 | 2 | 2 | 1
O=C(O)c1ccccc1CSc1nnc2c(n1)[nH]c1ccccc12 | 11 | -2 | 3 | 0.3 | 0 | 10 | 0 | -2
O=C(Nc1ccc2nc(-c3ccccc3)[nH]c2c1)c1ccco1 | -5 | -16 | 10 | 1.7 | 10 | -10 | 4 | -3
CC(C)C[C@H](NC(=O)c1nc[nH]c1C(=O)NCCCCCNC(=O)OC(C)(C)C)C(=O)OC(C)(C)C | 15 | 4 | 2 | -0.1 | -15 | 5 | -13 | 3
CCC(C)[C@H](NC(=O)C1CC(=O)N(c2ccc3c(c2)OCCO3)C1)C(=O)N1CCCCC1 (some centres undefined) | -3 | 0 | -8 | 0.0 | -6 | 4 | -12 | 2
COc1cc(C2Nc3ccccc3C(=O)N2c2ccccc2)ccc1O (centres undefined) | -2 | -1 | 2 | 2.8 | 2 | -5 | -12 | 1
Cn1cc(CCNC(=O)CC2C(=O)NCCN2CC(c2ccccc2)c2ccccc2)cn1 (centres undefined) | -3 | 6 | -1 | 0.3 | -2 | 4 | -9 | -8
CCOc1ccc(S(=O)(=O)NCC2CCCO2)c2ccccc12 (centres undefined) | -6 | -7 | 4 | 1.0 | 2 | 12 | 1 | -2
COc1cc(/C=N/NC(=O)c2ccc(-c3ccccc3)cc2)cc(OC)c1OC | -2 | 0 | 10 | 4.7 | -7 | -1 | 5 | 1
CS(=O)(=O)c1ccc2nc(NC(=O)CN3C(=O)NC4(CCCC4)C3=O)sc2c1 | 1 | 4 | -10 | -0.2 | 2 | 12 | 2 | 6
Cc1nn(C(C)C(=O)NNC(=S)Nc2ccc(F)cc2)c(C)c1[N+](=O)[O-] (centres undefined) | -1 | 4 | 7 | 2.2 | 6 | 14 | 1 | 4
Cc1ccc(-c2nnc(CN3CCN(C)CC3)o2)cc1 | -5 | -2 | -10 | -0.4 | 1 | 0 | 3 | -1
N#C/C(=C\c1cc2c(cc1Br)OCO2)C(=O)NCC1CCCO1 (centres undefined) | -4 | -11 | 6 | 0.5 | 1 | 5 | -8 | 3
O=C(OCc1ccco1)c1ccc(S(=O)(=O)N2CCCCC2)cc1 | 3 | 5 | 1 | -0.1 | 0 | 9 | 3 | 23
CCCCCN(C(=O)CCC(=O)OCc1cc(C(C)=O)ccc1OC)c1c(N)n(CCCC)c(=O)[nH]c1=O | -9 | 8 | 6 | -0.4 | 2 | 4 | -8 | 1
COc1ccc(N=Cc2sc(O)c3ccccc23)cc1 | -30 | -9 | -142 | 3.2 | -11 | -3 | 7 | -11
Cc1cccnc1NC(=O)CCCc1c[nH]c2ccccc12 | 2 | -7 | 7 | -1.7 | -1 | 16 | -6 | 1
CC1=C(C(=O)N2CCCCCC2)C2(CCC(C)CC2)OC1=O (centres undefined) | -3 | 0 | 6 | 0.3 | 1 | -6 | -9 | 1
Cc1ccc(C(=O)C[n+]2cccc3cc(C)ccc32)cc1 | -6 | 2 | -7 | -0.8 | -1 | 1 | -2 | -4
C=CCN(c1ccccc1)S(=O)(=O)c1cccc(C(=O)NCC(c2ccc(OC)cc2)N2CCCCC2)c1 (centres undefined) | 3 | 18 | 30 | 33 | -2 | 25 | 16 | -3
O=C(N/N=C\CCc1ccccc1)c1ccco1 | 2 | -2 | -4 | 0.4 | -1 | -3 | -10 | 9
Cc1ccnc(NS(=O)(=O)c2ccc(NC(=O)Cc3cccs3)cc2)n1 | 30 | -6 | 2 | 1.3 | -2 | 5 | -3 | 54*
Cc1noc(C)c1C(=O)NCC(=O)Nc1ccccc1Br | 0 | -1 | -6 | 0.1 | 0 | 2 | -1 | 0
CC(C)(C)C(=O)NNC(=O)c1cc2sccc2s1 | -3 | -11 | 4 | 0.2 | -1 | 0 | 2 | 0
COc1cc(NC(=S)NCCO)c(OC)cc1Cl | 1 | 1 | -16 | 1.4 | -1 | -16 | -1 | 0

Reprinted at random: two entries already listed.
SMILES | APOBEC3G inh | CXCR6 inh | Gli-Sufu block | MPTP inh | NR3A LBD binder | CCR6 antag | EBI2 block | A3A deaminase
CC(C)C[C@H](NC(=O)c1nc[nH]c1C(=O)NCCCCCNC(=O)OC(C)(C)C)C(=O)OC(C)(C)C | 15 | 4 | 2 | -0.1 | -15 | 5 | -13 | 3
COc1cc(NC(=S)NCCO)c(OC)cc1Cl | 1 | 1 | -16 | 1.4 | -1 | -16 | -1 | 0

Further structures:
SMILES | APOBEC3G inh | CXCR6 inh | Gli-Sufu block | MPTP inh | NR3A LBD binder | CCR6 antag | EBI2 block | A3A deaminase
CCCNC(=O)c1ccccc1NC(=O)C1=CSCCO1 | -5 | 4 | 12 | -2.0 | -3 | -14 | -2 | -5
COc1cccc(C(=O)Cn2c(=O)n(CC3CCCO3)c(=O)c3ccccc32)c1 (centres undefined) | -5 | -2 | 2 | -3.8 | 0 | 3 | -7 | -5
O=C(COC(=O)c1ccc(Cl)cc1O)Nc1cccnc1Cl | 4 | -13 | -12 | -0.3 | -1 | 13 | 2 | 2
C/C(=N\NC(=O)c1ccc2c(c1)OCO2)c1ccc(C(=O)O)s1 | -5 | 2 | 3 | -0.2 | -1 | -7 | -1 | -2
O=C(CSC1=NC2(CCCCC2)N=C1c1ccccc1)Nc1ccc2c(c1)OCCO2 | 0 | 5 | -6 | -3.4 | -7 | 7 | 6 | -1
COc1ccc(CCN(C)C/C=C/c2ccccc2)cc1OC | -1 | 8 | 35 | 0.3 | 2 | 11 | -17 | -1
Cc1ccccc1C(=O)c1ccc2c(c1)n(C)c(=O)n2C | 1 | -2 | 3 | -1.8 | 0 | -4 | 2 | 4
O=C(CCc1nc2ccccc2c(=O)[nH]1)Nc1ccc(Cl)c(Cl)c1 | 3 | -14 | -2 | 6.3 | 2 | -1 | -2 | 12
COc1ccc(-c2noc(CN(C)C(=O)Nc3ccccc3)n2)cc1 | -5 | 1 | -2 | 3.2 | 3 | 22 | 5 | -4
Cc1ccc(NC(=O)Cn2cnc3c(NCc4ccccc4)ncnc32)cc1C | 1 | 3 | 5 | 4.2 | 2 | 9 | -10 | 1
O=C(c1cccc2ccccc12)C1CCCN(C(=O)CCN2CCCO2)C1 (centres undefined) | -6 | -8 | -14 | 1.0 | -2 | 10 | -10 | -2
CC(=O)Nc1ccccc1NC(=O)C/C(C)=N/NC(=O)c1ccncc1 | -1 | -7 | -3 | -0.9 | 3 | 9 | -11 | 0
Cc1cc(C(=O)COC(=O)C2=COCCO2)c(C)n1-c1ccccc1 | 4 | -4 | -4 | -0.6 | -3 | 9 | -13 | -3
Cc1cc(C)c(NC(=O)COC(=O)CCn2c(C)csc2=O)c(C)c1 | 1 | 0 | -26 | -0.2 | 1 | 9 | -4 | 0
CC(C)C(OC(=O)c1nsc(Cl)c1Cl)C(=O)NC1CCCCC1 (centres undefined) | -7 | 10 | 32 | -2.2 | -1 | 14 | 7 | -4
C=CCNC(=S)N1CCN(c2cccc(C(F)(F)F)c2)CC1 | 1 | 10 | 14 | 7.4 | -9 | 16 | 9 | 0
COc1ccc(C2NC3=C(CCC3)C3(C#N)C4(N=C(N)C23C#N)OCCO4)cc1 (centres undefined) | 1 | 5 | 11 | -11 | -1 | -3 | -5 | 5
COc1ccc(-n2ncc3c(=O)n(CC(=O)Nc4ccc(S(=O)(=O)N5CCOCC5)cc4)cnc32)cc1 | -4 | -4 | 6 | 1.2 | -19 | 10 | -9 | -1
